High-throughput results (PubChem BioAssay)
PMI inhibition = human PMI inhibitors, high substrate, primary screen, biochemical, fluorescence intensity, high mannose 6-phosphate (AID 1220); recombinant PMI enzyme, coupled fluorescence intensity; higher % means a stronger effect; one-dose inhibition, % at 20 µM; IC50 in µM for titrated hits; 190,000 compounds, 0.66% hits
WT yeast gro inh = growth inhibition of WT yeast, mitochondrial fusion screen | mitochondrial fusion phenotypic screen, WT strain | inhibition, % at 10 µM | 190,000 compounds, 2.1% hits; in the data active means inhibition above about 58%; tested in S. cerevisiae
human PMI inhibition = inhibitors of human PMI, primary screen, biochemical, fluorescence intensity, coupled assay (AID 1209); purified PMI enzyme, coupled fluorescence intensity; higher % means a stronger effect; inhibition, % at 20 µM, or IC50 in µM where a hit was titrated; 190,000 compounds, 0.42% hits;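 further: plate controls were DMSO vehicle for no effect and wells lacking substrate for full effect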
Yfh1-off respiration = enhancers of respiration in Yfh1-depleted yeast, dose response, Friedreich's ataxia, plus single-dose screen (AID 1465); S. cerevisiae Yfh1-off respiration, WST-1 reduction, 72 h; higher fold induction means a stronger effect; fold induction at 50 µM; hits with a dose series show EC50 in µM; 220,000 compounds, 0.074% hits;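 active means fold induction of absorbance versus untreated yeast above a set limit, then at least 30% activation at any dose in follow-up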;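 further: activators that raise dye reduction in frataxin-depleted yeast; strong numbers were not always called active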
M17LAP inhibition = P. falciparum M17LAP inhibitors, primary screen, biochemical, fluorogenic H-Leu-NHMec substrate, 1536-well (AID 1619) | recombinant M17LAP, H-Leu-NHMec fluorogenic kinetic assay; higher % means a stronger effect | inhibition, % at 30 µM, or IC50 in µM where a hit was titrated | 220,000 compounds, 0.38% hits;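 active means compound inhibiting the enzyme by more than half at any dose during confirmatory dose-response retesting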;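 further: plate controls were full reaction with DMSO carrier for no effect and no enzyme background for full effect; strong numbers were not always called active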
TNAP activators = human TNAP enzyme activators, primary screen, biochemical, luminescent, no phosphate acceptor, uHTS (AID 1001). activation fold at 20 µM, or EC50 in µM where a hit was titrated. purified TNAP, luminescent activation assay, no phosphate acceptor; higher activation fold means a stronger effect. 200,000 compounds, 0.03% hits; in the data active means activation fold from about 3, or a potency from the dose series; inactive means the rest, 99 in 100 with activation fold below about 1.6; further: many of its hits are not listed in these tables
LYP phosphatase = PTPN22 lymphoid phosphatase activity blockers – biochemical, fluorescence intensity, uHTS (AID 1779); recombinant LYP phosphatase, fluorescence intensity; higher % means a stronger effect; one-dose inhibition, % at 11.5 µM; IC50 in µM for titrated hits; 290,000 compounds, 0.054% hits;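 further: plate controls were vehicle with enzyme for no effect and no enzyme for full effect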
M1AAP inhibition = P. falciparum M1AAP inhibitors, biochemical, fluorogenic H-Leu-NHMec substrate, 1536-well (AID 1445); inhibition, % at 30 µM; hits with a dose series show IC50 in µM; 220,000 compounds, 0.42% hits; recombinant M1AAP, H-Leu-NHMec fluorogenic kinetic assay; higher % means a stronger effect;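 active means primary inhibition above the hit cutoff, then over 50% inhibition at one or more dose response concentrations, cut at about 23% in these data, passing the limit was not always enough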;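 further: plate controls were DMSO full reaction for no effect and no enzyme background for full effect; strong numbers were not always called active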
XIAP antagonists = small molecules displacing peptide from XIAP – biochemical, IAP family, fluorescence polarization (AID 1018); XIAP BIR domain, fluorescence polarization peptide displacement; higher % means a stronger effect; one-dose displacement, % at 20 µM; IC50 in µM for titrated hits; 200,000 compounds, 0.007% hits; in the data active means displacement above about 50%; further: a part of the inactive calls stands beside numbers as strong as those of hits
WT yeast gro inh mutant strain = recorded beside WT yeast gro inh, whose call it bears; inhibition, %; mitochondrial fusion phenotypic screen, mutant strain inhibition
* = called active by the depositor; i = inactive; . = no result given. Unless noted, no stated cut-off is given here; in the data, active means inhibition above about 50%; inactive means the rest.

Screens by letter – A = PMI inhibition; B = WT yeast gro inh; C = WT yeast gro inh mutant strain; D = human PMI inhibition; E = Yfh1-off respiration; F = M17LAP inhibition; G = TNAP activators; H = LYP phosphatase; I = M1AAP inhibition; J = XIAP antagonists
CC1(C)Cc2c(sc3nc(-c4ccccc4Cl)n(N)c(=O)c23)CO1
  A: -6% | B: 4 | C: 6 | D: -10% | E: i | F: 1% | G: 1.2 | H: -9% | I: 10% | J: -6.1%

COc1cc(NC(=O)COC(=O)C2CC2)c(C)cc1[N+](=O)[O-]
  A: -8% | B: 19 | C: -12 | D: 0% | E: i | F: 15% | G: 1.1 | H: -5% | I: 0% | J: -3.2%

COc1cccc(N=C2CC(C)(C)CC(=O)/C2=C(/O)c2ccccc2)c1
  A: 0% | B: -4 | C: 1 | D: -4% | E: i | F: 9% | G: 1.1 | H: -1% | I: 14% | J: 0.7%

Cc1cccc(Nc2ccc(C(=O)N3CCOCC3)cn2)c1
  A: -5% | B: -3 | C: 10 | D: -9% | E: i | F: 18% | G: 1 | H: -9% | I: 6% | J: -3.6%

CCCn1c(N/N=C\C=C\c2ccccc2)nc2c1c(=O)[nH]c(=O)n2C
  A: 10% | B: -6 | C: -1 | D: -4% | E: i | F: 2% | G: 2.5 | H: 3% | I: 6% | J: -12%

Cc1cc(-c2ccccc2)nc(N2CCC(C(=O)NCc3ccccc3Cl)CC2)n1
  A: -8% | B: 6 | C: 3 | D: -5% | E: i | F: 6% | G: 1.1 | H: -8% | I: 8% | J: -4.1%

Cc1cccc(N=Cc2cc(Br)cc(Cl)c2O)c1
  A: 58%* | B: -11 | C: 6 | D: -4% | E: i | F: 26% | G: 0.9 | H: -2% | I: 8% | J: -8.5%

Fc1ccc2nc(Nc3nc4cc5c(cc4s3)OCCO5)sc2c1
  A: 13% | B: 20 | C: 32 | D: 6% | E: i | F: -26% | G: 1.5 | H: 0% | I: -14% | J: -5.6%

C=CCn1c(CCSCc2ccc(OC)c(C)c2)n[nH]c1=S
  A: 9% | B: 45 | C: -4 | D: 6% | E: i | F: 9% | G: 1.7 | H: -2% | I: 1% | J: -4.5%

CCCc1ncc(C(O)c2cccc(OC)c2OC)n1C (stereo not given)
  A: 1% | B: 5 | C: 2 | D: 0% | E: i | F: -2% | G: 1.1 | H: -5% | I: 18% | J: -1.1%

O=C1Nc2ccc([N+](=O)[O-])cc2C1=Nc1cccc(CO)c1
  A: 12µM* | B: 0 | C: 7 | D: 57%* | E: i | F: 14% | G: 1.1 | H: -2% | I: 3% | J: -9.3%

CCOC(=O)CCN(Cc1cccs1)S(=O)(=O)c1ccc(Cl)cc1
  A: 4% | B: 14 | C: 17 | D: 9% | E: i | F: -1% | G: 1.1 | H: -9% | I: -27% | J: -1.1%

CCS(=O)(=O)CCSc1nc2ccccc2s1
  A: -1% | B: -28 | C: -37 | D: -5% | E: i | F: 7% | G: 1 | H: 8% | I: -1% | J: -5.4%

CCOc1ccc(N2C(=O)CC(N(CCc3ccc(S(N)(=O)=O)cc3)C(C)=O)C2=O)cc1 (stereo not given)
  A: . | B: . | C: . | D: . | E: i | F: -3% | G: . | H: -10% | I: -5% | J: .

C=CCOC(=O)C1=C(C)Nc2ncnn2C1c1cccs1 (stereo not given)
  A: -6% | B: -17 | C: -10 | D: -15% | E: i | F: 2% | G: 0.7 | H: -3% | I: 4% | J: -2.7%

CN(c1ccc(OCC(=O)NC2=NCCS2)cc1)S(=O)(=O)c1ccc(F)cc1
  A: . | B: . | C: . | D: . | E: i | F: 6% | G: . | H: -4% | I: 1% | J: .

CCOc1cc(OCC)cc(C(=O)O)c1
  A: 0% | B: 0 | C: -2 | D: 2% | E: i | F: -6% | G: 1.2 | H: -6% | I: 0% | J: -0.8%

O=C(/C=C/Nc1ccccc1Br)c1ccccn1
  A: -3% | B: -2 | C: -3 | D: 7% | E: i | F: 10% | G: 1 | H: 2% | I: 7% | J: -8.8%

CCN(C(=O)c1cn(CC)c(=O)c2cc(OC)c(OC)cc12)c1ccccc1C
  A: 7% | B: 11 | C: -3 | D: 5% | E: i | F: 7% | G: 1.1 | H: 0% | I: 9% | J: -4.1%

O=C(Nc1ccccc1)N1N=CCC1c1ccccc1 (stereo not given)
  A: -4% | B: 6 | C: 14 | D: -4% | E: i | F: -6% | G: 1.1 | H: -2% | I: 7% | J: 0.2%

N#Cc1ccc(NC(=O)COC(=O)CCc2nc3ccccc3c(=O)[nH]2)cc1
  A: . | B: . | C: . | D: . | E: i | F: -7% | G: . | H: -2% | I: 1% | J: .

CC(=O)Nc1cccc(-c2csc(NCc3ccccc3)n2)c1
  A: -6% | B: 19 | C: 10 | D: 9% | E: i | F: 4% | G: 1.1 | H: -2% | I: 2% | J: -1.3%

CC(C)c1ccc(Nc2nc(Cl)nc(NCc3ccco3)n2)cc1
  A: . | B: . | C: . | D: . | E: i | F: 6% | G: . | H: -6% | I: -2% | J: .

N#Cc1cc2c(nc1SCC(=O)Nc1sc3c(c1C#N)CCC3)CCCC2
  A: -9% | B: 3 | C: -15 | D: -6% | E: i | F: 5% | G: 1.1 | H: -7% | I: -1% | J: -3.9%

O=C1CN(C(=O)COc2ccc(F)cc2Br)c2ccccc2N1
  A: 5% | B: -23 | C: -2 | D: 8% | E: i | F: 16% | G: 1 | H: -2% | I: 16% | J: -5.4%

NS(=O)(=O)c1ccc(Cl)c(C(=O)Nc2ccccc2[N+](=O)[O-])c1
  A: 6% | B: 2 | C: -3 | D: 7% | E: i | F: 0% | G: 1 | H: -10% | I: 1% | J: -1.8%

Cc1cccc(NC(=O)C2CCCN(S(=O)(=O)c3cccc4cccnc34)C2)c1 (stereo not given)
  A: 19% | B: 2 | C: 0 | D: 7% | E: i | F: 5% | G: 1.1 | H: -1% | I: 10% | J: -3.1%

CCC(C)(C)NC(=O)c1sccc1Oc1ccc(F)cc1[N+](=O)[O-]
  A: 0% | B: 23 | C: -1 | D: -9% | E: i | F: 7% | G: 1.1 | H: 0% | I: -3% | J: -4.4%

C/C(=N\NC(=O)Cc1cccn1C)c1ccco1
  A: . | B: . | C: . | D: . | E: i | F: 15% | G: . | H: -7% | I: 2% | J: .

COC(=O)N/N=C/c1c(C)c(C(=O)c2ccc(F)cc2)n2ccccc12
  A: -4% | B: -8 | C: 13 | D: 6% | E: i | F: 10% | G: 0.9 | H: -4% | I: 12% | J: -20%

CC(=O)Nc1cccc(-c2nnc(SCC(=O)N3CCCCC3)n2C)c1
  A: -22% | B: -11 | C: -7 | D: -21% | E: i | F: 3% | G: 1.1 | H: -4% | I: 3% | J: -11%

Cc1nn(C)c(Oc2ccccc2)c1CCNS(=O)(=O)c1ccc(Cl)cc1
  A: 9% | B: -13 | C: -9 | D: 4% | E: i | F: -5% | G: 0.9 | H: -1% | I: 0% | J: -4.6%

CS(=O)Cc1cc(Sc2ccccc2)nc(-c2cccnc2)n1 (stereo not given)
  A: -3% | B: -4 | C: 5 | D: 1% | E: i | F: 0% | G: 1.1 | H: 1% | I: 5% | J: -4.5%

O=C(Nc1cccc(O)c1)c1cc2nc(-c3ccccc3)cc(-c3ccccc3)n2n1
  A: 4% | B: -13 | C: -26 | D: 13% | E: i | F: -2% | G: 1.1 | H: -10% | I: 8% | J: -18%

C/C(CC(=O)Nc1ccccn1)=N\NC(=O)C(=O)Nc1ccccc1C
  A: 13% | B: -13 | C: 1 | D: 3% | E: i | F: 40% | G: 1.1 | H: 4% | I: 17% | J: 0.0%

O=C(NCc1ccc(F)cc1)C1CCN(c2cnccn2)CC1
  A: -2% | B: 1 | C: 4 | D: 5% | E: i | F: 24% | G: 1.1 | H: -3% | I: 1% | J: -2.0%

CCOC(=O)c1c(C)[nH]c(C)c1-c1ccccc1OC
  A: 2% | B: 9 | C: 6 | D: 1% | E: i | F: 5% | G: 1 | H: -3% | I: -2% | J: -9.0%

COc1cccc(C(=O)C2CCCN(Cc3ccc(OC)c(Cn4cncn4)c3)C2)c1 (stereo not given)
  A: . | B: . | C: . | D: . | E: i | F: 7% | G: . | H: -7% | I: 2% | J: .

COc1ccc(NC(=O)[C@H](CCS(C)(=O)=O)N2Cc3ccccc3C2=O)c(OC)c1
  A: 26% | B: 10 | C: -4 | D: 7% | E: i | F: -3% | G: 1.1 | H: -8% | I: 3% | J: -1.1%

COc1ccc(Cn2c(=O)[nH]c3cc(C(=O)NCCCN4CCCCC4)ccc3c2=O)cc1
  A: -4% | B: 0 | C: -3 | D: -11% | E: i | F: 1% | G: 1 | H: -9% | I: 19% | J: -6.3%

Results in M17LAP inhibition, PMI inhibition and XIAP antagonists, for two of the compounds above:
SMILES | M17LAP inhibition | PMI inhibition | XIAP antagonists
COc1ccc(Cn2c(=O)[nH]c3cc(C(=O)NCCCN4CCCCC4)ccc3c2=O)cc1 | 1% | -4% | -6.3%
CC(=O)Nc1cccc(-c2nnc(SCC(=O)N3CCCCC3)n2C)c1 | 3% | -22% | -11%

Going on with the list.
Screens by letter – A = PMI inhibition; B = WT yeast gro inh; C = WT yeast gro inh mutant strain; D = human PMI inhibition; E = Yfh1-off respiration; F = M17LAP inhibition; G = TNAP activators; H = LYP phosphatase; I = M1AAP inhibition; J = XIAP antagonists
CC1(CCc2ccccc2)NC(=S)N(c2ccc(Cl)cc2)N1 (stereo not given)
  A: -171% | B: 59* | C: 56* | D: -74% | E: i | F: 3% | G: 1.3 | H: -3% | I: 6% | J: -4.7%

COc1ccc(NC(=O)NCCCN2CCN(c3ccccc3F)CC2)cc1
  A: . | B: . | C: . | D: . | E: i | F: 8% | G: . | H: -5% | I: -5% | J: .

Cc1cccc2cc(CN(Cc3nnnn3Cc3ccccc3)C3CCCC3)c(=O)[nH]c12
  A: 26% | B: 6 | C: 0 | D: 22% | E: i | F: 7% | G: 1 | H: 4% | I: 12% | J: -3.0%

COCCCNC(=S)N/N=C/c1ccc2ccccc2c1
  A: . | B: . | C: . | D: . | E: i | F: -2% | G: . | H: 6% | I: 8% | J: .

CSc1nnc(-c2cc3c(-c4ccccc4)nn(C)c3s2)n1C
  A: 6% | B: -18 | C: -10 | D: 10% | E: i | F: 0% | G: 1.1 | H: -2% | I: 7% | J: -1.0%

Single records, as listed above. Order of values: PMI inhibition, WT yeast gro inh, WT yeast gro inh mutant strain, human PMI inhibition, Yfh1-off respiration, M17LAP inhibition, TNAP activators, LYP phosphatase, M1AAP inhibition, XIAP antagonists
Entry for `CSc1nnc(-c2cc3c(-c4ccccc4)nn(C)c3s2)n1C` = 6%, -18, -10, 10%, i, 0%, 1.1, -2%, 7%, -1.0%
Entry for `COc1ccc(NC(=O)NCCCN2CCN(c3ccccc3F)CC2)cc1` = ., ., ., ., i, 8%, ., -5%, -5%, .
Entry for `Cc1cccc2cc(CN(Cc3nnnn3Cc3ccccc3)C3CCCC3)c(=O)[nH]c12` = 26%, 6, 0, 22%, i, 7%, 1, 4%, 12%, -3.0%
Entry for `CC1(CCc2ccccc2)NC(=S)N(c2ccc(Cl)cc2)N1` (stereo not given) = -171%, 59*, 56*, -74%, i, 3%, 1.3, -3%, 6%, -4.7%
